Assay outcomes deposited in PubChem BioAssay by National Center for Advancing Translational Sciences (NCATS).
Abeta yeast res = A-beta toxicity reversal in yeast; yeast expressing A-beta42, growth rescue, OD600, 48 h; response scale: 0% DMSO, 100% iron-clioquinol control; Potency, µM (series often up to 46.1 µM), for inactives: top-dose growth rescue, actives largely listed as activators; 410,000 tested, 0.063% active; note: potency is the fitted concentration of half-maximal effect; nearly all actives have a fitted effect of over 55% in size
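Yeast growth medium received pinned compounds, then yeast cells expressing toxic A-beta were added; plates incubated at 30 C for 48 hr. Growth read as absorbance at 600 nm, normalized to DMSO and equimolar FeCl3 plus clioquinol controls.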
aSyn rescue = rescues yeast growth from alpha-synuclein toxicity. AID 652106. Yeast expressing alpha-synuclein, growth rescue, BacTiter-Glo, 24 h. 370,000 tested, 0.14% active. Potency, µM (series often up to 46.1 µM), without a hit: at the top dose growth rescue (activation), usual class: activators; note: potency is the fitted concentration of half-maximal effect; % of control where 0% means no effect; nearly all actives have a fitted effect of over 65% in size
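Screening used galactose-induced yeast with toxic alpha-synuclein levels, exposed to compound for 24 hr at 30 deg C. Cell growth, read with BacTiter-Glo luminescence, gave the measured signal.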
D3 antag = blocks the human D3 dopamine receptor; P35462; D3R cells, DiscoveRx beta-arrestin luminescence, antagonist mode; stronger effect = lower value; max response, negative = inhibition, %; 360,000 tested, 2.5% active; AID 652054; in the data active = max response below about -50%; inconclusive = no clear call, values can overlap the other calls; note: % is set by controls: 0 for no effect and ±100 for the full control effect; mostly tested at two doses, the higher about 12 µM
Target sequence (P35462 whole entry, looked up): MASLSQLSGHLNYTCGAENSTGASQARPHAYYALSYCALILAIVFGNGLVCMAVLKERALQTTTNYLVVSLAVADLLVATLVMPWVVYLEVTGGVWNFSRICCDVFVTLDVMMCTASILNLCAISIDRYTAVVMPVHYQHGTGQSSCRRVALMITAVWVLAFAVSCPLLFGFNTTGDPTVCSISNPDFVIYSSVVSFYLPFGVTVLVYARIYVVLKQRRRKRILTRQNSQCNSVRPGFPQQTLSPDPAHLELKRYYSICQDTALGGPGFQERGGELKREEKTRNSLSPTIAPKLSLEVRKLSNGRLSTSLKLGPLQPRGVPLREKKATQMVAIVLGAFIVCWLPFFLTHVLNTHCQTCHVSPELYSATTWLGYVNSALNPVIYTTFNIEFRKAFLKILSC
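Cells plated overnight at 1500 cells/well, then exposed to library compounds with dopamine controls for 90 minutes at 37 degrees C. DiscoveRx reagent added for 30–60 minutes at room temperature; luminescence read, quantitative HTS format.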
EPAC2 antagonist = blocks human EPAC2 exchange factor; AID 720708; 360,000 tested, 0.18% active; Potency, µM (top dose mostly 114 µM), for inactives: top-dose activity, negative = inhibition, actives largely listed as inhibitors; EPAC2 GEF exchange of Rap1B-BODIPY-GDP, fluorescence; note: potency is the fitted concentration of half-maximal effect; % is set by controls: 0 for no effect and ±100 for the full control effect; nearly all actives have a fitted effect of over 45% in size; many of its hits are not listed in these tables
TDP43 rescue = TDP-43 toxicity inhibition in yeast; TDP-43 expressing yeast growth rescue, BacTiter-Glo, 24 h; Potency, µM (doses to about 46.1 µM), inactives show at the top dose growth rescue (activation), actives largely listed as activators; 410,000 tested, 1.8% active; AID 652104; note: potency is the fitted concentration of half-maximal effect; % of control where 0% means no effect; nearly all actives have a fitted effect of over 50% in size
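Yeast expressing TDP-43 (pregrown in raffinose, seeded at OD600=0.02 in galactose medium) exposed to compounds 24 hr at 30 deg C. Growth read by BacTiter-Glo luminescence; rescue of toxicity appears as increased signal.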
EPAC2 agonist = activates human EPAC2 exchange factor. EPAC2 activation, biochemical qHTS; response scale: 100% = 6.5 mM cAMP response. Potency, µM (highest dose often 154 µM), without a hit: at the top dose activation, hits mostly activators. 360,000 tested, 0.079% active. AID 720711; note: potency is the fitted concentration of half-maximal effect; nearly all actives have a fitted effect of over 50% in size
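qHTS, titration series. 100 nM EPAC2 / 250 nM Rap1B-BODIPY-GDP / 50 uM GDP; RT; ex 480/em 540 nm, 5-min reads to 30 min. Norm. to 6.5 mM cAMP = activation.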
D3 ag = D3 dopamine receptor (human) agonism. 410,000 tested, 0.58% active. D3R DiscoveRx beta-arrestin cells, luminescence, 90 min. AID 652048. P35462. max activation, %; in the data active = max activation above about 30%; note: 0% is about no effect; mostly tested at two doses, the higher about 12 µM
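Agonist mode: compounds and dopamine controls were applied to plated cells for 90 min at 37 degrees C after an overnight attachment at 1500 cells/well. Luminescent read-out followed 30 - 60 minutes at room temperature with DiscoveRx detection reagent.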
FUS suppressor = suppressors of FUS proteinopathy in yeast; S. cerevisiae FUS-expressing, growth rescue, OD600, 24 h; Potency, µM (highest dose often 76.6 µM), for the others: at the top dose growth rescue (activation), usual class: activators; 390,000 tested, 0.24% active; AID 1347120;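 note: potency is the fitted concentration of half-maximal effect; plate controls were DMSO vehicle for no effect and reference control for full effect; nearly all actives have a fitted effect of over 55% in size; some results filed as inactive show a strong effect at the top dose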
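Quantitative HTS measuring growth restoration of FUS-toxic yeast. Galactose-induced cells (OD 0.005) were exposed 24hr at 30C to compounds at several concentrations, then absorbance at 600 nm was recorded.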
Active calls of the source: *; ? = inconclusive; . = not tested or not shown; [ ] = remark or other dose. Unless noted, calls come from the whole dose curve; as a rule, active = well fitted curve in the direction sought with a large enough effect; inconclusive = small, poorly fitted or top-dose-only effect, or another doubt; inactive = no such curve, though single readings can be large; an effect the other way counts as inactive or inconclusive. Not all compounds are listed (hit frequency here may not be typical).

SMILES	Abeta yeast res	aSyn rescue	D3 antag	EPAC2 antagonist	TDP43 rescue	EPAC2 agonist	D3 ag	FUS suppressor
CCC(=O)N1CCc2cc(S(=O)(=O)N(C)c3ccc(Br)cc3)ccc21	-23%	-23%	2	15%	-28%	4%	-11	16%
CCc1ccc(N=CC23c4ccccc4C(c4ccccc42)C2C(=O)N(c4ccc(OC)cc4)C(=O)C23)cc1 (stereo not given)	-8%	0%	?	0%	24%	-2%	-4	28%
O=C(CN1C(=O)NC2(CCCCCC2)C1=O)NCc1ccccc1	2%	6%	10	6%	19%	8%	1	12%
CN(CC(=O)NCc1ccccc1Cl)S(=O)(=O)c1cccs1	-29%	8%	4	8%	-3%	2%	-6	-9%
C=CCc1ccccc1OCC(=O)O	9%	4%	9	22%	7%	6%	-2	-24%
O=C(CCNS(=O)(=O)c1ccccc1)Nc1ccccc1	-10%	0%	2	-6%	10%	7%	6	-3%
CCOC(=O)COn1c(=O)c[n+]([O-])c2ccccc21	8%	2%	5	2%	14%	-2%	-4	-4%
Cc1ccccc1NC(=O)COc1cccc2c1CCNC2=O	-11%	4%	26	7%	20%	2%	3	6%
Cc1nc(NC(=O)c2c(-c3ccccc3)noc2C)sc1C(=O)N(C)C	-1%	-1%	8	3%	-2%	7%	14	3%
CCOc1ccc(CNC(=O)CCCN2C(=O)C(c3ccccc3)Oc3cccnc32)cc1 (stereo not given)	19%	-6%	15	2%	-9%	-11%	11	12%
CCSc1nc(-c2ccccc2)nc2c1CCCC2	-33%[inhibitor]	1%	1	?	0%	13%	12	-2%
COn1c(-c2ccccc2)nc2c1CCc1c-2no[n+]1[O-]	-9%	-4%	3	-12%	4%	6%	-12	-3%

Ordered by molar mass (rising): some entries from above
SMILES	Abeta yeast res	aSyn rescue	D3 antag	EPAC2 antagonist	TDP43 rescue	EPAC2 agonist	D3 ag	FUS suppressor
CCSc1nc(-c2ccccc2)nc2c1CCCC2	-33%[inhibitor]	1%	1	?	0%	13%	12	-2%
COn1c(-c2ccccc2)nc2c1CCc1c-2no[n+]1[O-]	-9%	-4%	3	-12%	4%	6%	-12	-3%
CCc1ccc(N=CC23c4ccccc4C(c4ccccc42)C2C(=O)N(c4ccc(OC)cc4)C(=O)C23)cc1 (stereo not given)	-8%	0%	?	0%	24%	-2%	-4	28%

Following part
SMILES	Abeta yeast res	aSyn rescue	D3 antag	EPAC2 antagonist	TDP43 rescue	EPAC2 agonist	D3 ag	FUS suppressor
Cc1ccccc1NC(=O)CSC(=O)c1ccccc1	1%	-15%	-3	-4%	14µM*	4%	4	.
O=C(CSc1nnc(CNC(=O)c2ccccc2)o1)Nc1ccc2c(c1)OCCO2	5%	-1%	-7	10%	0%	11%	-5	10%
CC(NC(=O)COC(=O)CNC(=O)C1CCCCC1)c1ccccc1 (stereo not given)	10%	3%	-5	0%	11%	4%	4	-12%
COc1cccc(-c2nnc(NC(=O)c3cccs3)s2)c1	3%	0%	3	-16%	-16%	2%	0	1%
Cc1ccc(NC(=O)CN2CCSc3ccc(S(=O)(=O)N4CCCC4)cc32)cc1	-8%	3%	.	.	-10%	.	-6	?
FC(F)(F)c1cccc(Cc2noc(CN(Cc3ccccn3)CC3CCCO3)n2)c1 (stereo not given)	?	7%	6	5%	10%	4%	1	-11%
Cc1cccn2cc(CCNS(=O)(=O)c3cccs3)nc12	-14%	9%	-17	-4%	-31%	3%	2	0%
COc1ccc(S(=O)(=O)N2CCOCC2)cc1NC(=O)CSc1nnc(C2CC2)n1C	-6%	-9%	-1	4%	3%	6%	2	11%
Cc1nc2ncnn2c(N2CCCC(C(=O)Nc3ccccc3Br)C2)c1C (stereo not given)	4%	-1%	3	-4%	10%[9.22 µM]	14%	4	13%
COCCCn1c(SCC(=O)Nc2ccc(C(=O)OC)cc2)nc2ccccc2c1=O	4%	6%	24	-18%	48%	14%	-2	0%
Cc1ccc(SCCC(=O)NCc2ccccn2)cc1	13%	-3%	6	16%	17%	6%	7	-1%
Cc1nc2ccc(NC(=O)c3ccc([N+](=O)[O-])cc3[N+](=O)[O-])cc2s1	10%	-1%	7	2%	?	3%	4	3%
CC(C)C(NS(=O)(=O)c1cccs1)C(=O)N1CCC(C(N)=O)CC1 (stereo not given)	-3%	-1%	18	6%	19%	10%	9	-14%
Cc1ccc(CN(Cc2ccco2)C(=O)c2cccc(C)c2)cc1	-2%	.	.	.	6%	.	-2	10%
Cn1c(C(=O)O)cc2c(=O)n3ccccc3nc21	-22%	1%	8	?	0%	9%	5	-2%
O=C(COc1ccc(Br)cc1Cl)NNC(=O)c1ccccc1	-20%	-1%	4	15%	3%	3%	2	-8%
Cc1ccc2c(c1)/C(=N/O)CCS2	3%	3%	16	2%	9%	1%	1	4%
COc1ccc(S(=O)(=O)NCc2ccc(C(=O)N(C)Cc3ccco3)cc2)cc1	15%	-1%	4	1%	-7%	8%	13	6%
CCOC(=O)CN(C(=O)CSc1nnc(CNc2ccc(C)cc2C)n1CC)c1ccccc1	1%	-12%	21	9%	8%	-2%	-1	31%
CN(C)S(=O)(=O)c1ccc(/C(O)=C2/C(=O)C(=O)N(Cc3cccnc3)C2c2ccncc2)cc1 (stereo not given)	-4%	-3%	-10	-6%	-4%	9%	-5	12%
Nc1nnn(CC(=O)N/N=C/c2cn[nH]c2-c2ccccc2)n1	-2%	-5%	-12	-8%	-28%	7%	-15	21%
COc1ccc2ccn(C)c2c1	1%	3%	0	-3%	27%	5%	-6	12%
O=C(CN1CCOCC1)N1CCCc2ccccc21	15%	-8%	9	14%	1%	8%	2	-10%
CCCCCCN1C[C@@H](n2cc(-c3ccc(F)cc3)nn2)[C@H](O)C[C@@H]1c1ccc(OC)cc1	?	2%	35	-13%	4%	-7%	5	?
CCCCN(CC)C(=O)CSc1nc2n[nH]c(C)c2c(=N)n1-c1ccc(CC)cc1	-8%	.	.	.	-12%	.	-6	?
O=C(COC(=O)/C=C/c1ccc(Cl)cc1)NC1CCS(=O)(=O)C1 (stereo not given)	3%	-4%	-21	-12%	9%	-12%	-11	-12%
COc1ccccc1Cc1c(-c2ccccc2)nc2ccc(Cl)cn12	-12%	-4%	2	2%	?	8%	-3	19%
CN(C(=O)C12CC3CC(CC(C3)C1)C2)C1(C)CCS(=O)(=O)C1 (stereo not given)	-24%	-5%	21	4%	1%	-2%	0	0%
CCOC(=O)C(NC(=O)c1ccccc1Cl)(Nc1ccc(C(F)(F)F)cc1)C(F)(F)F (stereo not given)	17%	-1%	-10	-11%	9%	2%	23	-2%
Cc1cc(C)n2c(Nc3ccc4c(c3)OCCO4)c(-c3ccc(Cl)cc3)nc2n1	-20%	.	.	.	2%	.	-14	3%
CCCn1c(=O)n(-c2ccccc2)c(=O)c2sc3ccccc3c21	-16%	.	.	.	-10%	.	-11	-19%
COc1ccc(S(=O)(=O)NCCc2csc(-c3cccc(F)c3)n2)cc1OC	-4%	.	.	.	-2%	.	-21	27%
FC(F)(F)c1cccc(-c2nc3ccccc3n2C(c2ccccc2)c2nc3ccccc3[nH]2)c1 (stereo not given)	-5%	-11%	8	5%	20%	-18%	-8	11%
Nc1nnc(SCC(=O)OCc2ccc(Cl)c(Cl)c2)s1	0%	7%	-15	-9%	-21%	15%	-4	.
Cc1ccc(C(=O)NNC(=O)C2CC2)cc1Br	11%	-1%	-2	0%	8%	9%	6	-10%
Cc1nc2oc3c(=O)[nH]cnc3c2c2c1COC(C)(C)C2	.	0%	20	5%	7%	-1%	9	-10%
Cc1ccc(S(=O)(=O)n2nc(-c3ccco3)nc2NCc2ccccc2Cl)cc1	22%	.	.	.	22%	.	-4	29%
CC(=O)c1cnn(-c2nc3c(C)cccc3s2)c1C	-10%	1%	6	11%	2%	0%[15.6 µM]	12	-14%
COc1cccc(C(=O)Nc2cccc(C(=O)NC3=NN(c4c(Cl)cc(Cl)cc4Cl)C(=O)C3)c2)c1	-15%	-7%	?	0%	-1%	9%	-6	?
COc1cc(NC(=O)c2ccccc2Cl)c2ncccc2c1	-32%[inhibitor]	3%	1	?	20µM*	11%	-10	-16%
CC(=O)Nc1cncc(-c2cccc(C(=O)N(C)C)c2)n1	20%	-3%	?	0%	26%	-1%	-1	-26%
O=C1c2ccccc2C(=O)N1c1cccc2ccccc12	17%	2%	13	-9%	11%	4%	5	-16%
Cc1oc(-c2cccc(Cl)c2)nc1CN1CCC(C(=O)NCc2cccnc2)CC1	-1%	2%	?	-3%	3%	13%	-6	1%
O=C(COC(=O)Cc1n[nH]c(=O)c2ccccc12)Nc1ccc(Cl)cc1F	0%	?	9	4%	16%	5%	6	-20%
O=C(NC1CCCCC1)C1c2ccccc2OCC(=O)N1CCc1c[nH]c2ccccc12 (stereo not given)	-5%	-8%	-11	-5%	2%	10%	-7	20%

Three records picked at random from those above, as already listed:
SMILES	Abeta yeast res	aSyn rescue	D3 antag	EPAC2 antagonist	TDP43 rescue	EPAC2 agonist	D3 ag	FUS suppressor
CN(C(=O)C12CC3CC(CC(C3)C1)C2)C1(C)CCS(=O)(=O)C1 (stereo not given)	-24%	-5%	21	4%	1%	-2%	0	0%
Cc1cccn2cc(CCNS(=O)(=O)c3cccs3)nc12	-14%	9%	-17	-4%	-31%	3%	2	0%
CCCCCCN1C[C@@H](n2cc(-c3ccc(F)cc3)nn2)[C@H](O)C[C@@H]1c1ccc(OC)cc1	?	2%	35	-13%	4%	-7%	5	?

Another view of part of the listing above:
> COc1cc(NC(=O)c2ccccc2Cl)c2ncccc2c1
  Abeta yeast res = -32%[inhibitor] | aSyn rescue = 3% | D3 antag = 1 | EPAC2 antagonist = ? | TDP43 rescue = 20µM* | EPAC2 agonist = 11% | D3 ag = -10 | FUS suppressor = -16%

> CC(=O)Nc1cncc(-c2cccc(C(=O)N(C)C)c2)n1
  Abeta yeast res = 20% | aSyn rescue = -3% | D3 antag = ? | EPAC2 antagonist = 0% | TDP43 rescue = 26% | EPAC2 agonist = -1% | D3 ag = -1 | FUS suppressor = -26%

> O=C1c2ccccc2C(=O)N1c1cccc2ccccc12
  Abeta yeast res = 17% | aSyn rescue = 2% | D3 antag = 13 | EPAC2 antagonist = -9% | TDP43 rescue = 11% | EPAC2 agonist = 4% | D3 ag = 5 | FUS suppressor = -16%
